Glyco luc inh – increase of ERlucT glycosylation luciferase signal, primary screen, N-linked glycosylation inhibitor project, D54 ERlucT cells, luminescence, set 2. D54 ERlucT glycosylation luciferase reporter, 24 h; percent of 100 nM tunicamycin response. reporter increase, % at 12.5 µM. 360,000 tested, 0.23% active. AID 588692, 2011;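 active = mean luciferase reporter signal, scaled so untreated is 0 and the glycosylation-blocking control 100, at or above a set limit in every replicate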;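 also: luciferase carries N-glycosylation sites so blocking glycosylation raises the light; 0% = median of neutral control wells and 100% = median of 100 nM tunicamycin wells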
CaV13 ICDI inh – Disruptors of the CACNA1D IQ motif to Ca2+-dependent inactivation inhibitor domain association, primary screening, Förster resonance energy transfer in intact living …; HEK cells, CFP/YFP FRET ICDI-IQ, plate reader, 10 min; percent FRET-ratio fall versus neutral wells; inhibition, % at 12.3 µM; 340,000 tested, 0.098% active; AID 743397;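 active = mean replicate inhibition of at least 30% and at least 1% of replicates passing that level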;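 also: 0% = median of the neutral control wells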
PDI inh – inhibitors of human PDI, primary screen, biochemical, turbidity, single point, plate reader; PDI insulin aggregation turbidity, A650, 90 min; 350,000 tested, 0.052% active; inhibition, % at 10 µM; Protein disulfide-isomerase (Homo sapiens), P07237;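 active = mean inhibition across replicates of 30% or more, whatever share of single replicates reach that level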;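 also: absorbance from insulin aggregation driven by PDI reduction with DTT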
MC4R ag barr – MC4R agonists recruiting beta-arrestin, primary screen, cell-based, luminescence, agonist arm of biased-ligand search. Melanocortin receptor 4 (Homo sapiens), P32245. U2OS MC4R beta-arrestin complementation; percent of melanotan II response, DMSO zero. activation, % at 8.9 µM. 360,000 tested, 0.98% active. AID 540308, 2011;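 active = activation above a per-plate cutoff, the mean activation of sample wells on that plate plus 3 SD, cut at about 8% in these data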
Target sequence (P32245 whole entry, looked up): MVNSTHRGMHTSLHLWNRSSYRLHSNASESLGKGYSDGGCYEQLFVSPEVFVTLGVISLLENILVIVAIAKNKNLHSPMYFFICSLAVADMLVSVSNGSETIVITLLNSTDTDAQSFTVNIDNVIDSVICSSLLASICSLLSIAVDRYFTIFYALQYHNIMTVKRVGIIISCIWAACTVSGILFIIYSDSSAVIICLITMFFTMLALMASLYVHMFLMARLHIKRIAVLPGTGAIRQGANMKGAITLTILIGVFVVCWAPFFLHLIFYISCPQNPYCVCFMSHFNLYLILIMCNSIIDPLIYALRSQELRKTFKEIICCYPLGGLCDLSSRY
Vif imaging – HIV Vif self-association inhibitors, primary screen, imaging, HEK293T, single point; HEK293T cells, Vif self-association by quenched fluorescence, 24 h; inhibition, % at 7.49 µM; 340,000 tested, 0.35% active; in the data active = inhibition above about 50%, passing the limit was not always enough; also: some results filed as inactive read as strong as hits
aDG glyco act – activators of alpha-DG glycosylation, primary screen, uHTS, Pro5-aDG cells, AlphaScreen. AID 624168, 2012. alpha-DG glycosylation AlphaScreen (IIH6); 0% Pro5, 100% B10-LARGE cell signal. 360,000 tested, 0.22% active. activation, % at 10 µM;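 active = activation of at least 8% versus controls, or a plate z-score of at least 8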;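 also: Pro5 are CHO cells carrying HIG-tagged alpha-DG that lacks glycosylation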
HTR2A ag – mouse Htr2a agonists via beta-arrestin recruitment, primary screen, cell-based, luminescence | CHO-K1 mHTR2A beta-arrestin complementation; percent of 30 µM serotonin response | 5-hydroxytryptamine receptor 2A (Mus musculus), P35363 | activation, % at 7.6 µM | 360,000 tested, 0.66% active;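 active = activation above a run cutoff, the mean activation of all tested compounds plus 3 SD, cut at about 14% in these data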;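 also: 0% = plate median of compound wells and 100% = 30 µM serotonin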
Target sequence (P35363 whole entry, looked up): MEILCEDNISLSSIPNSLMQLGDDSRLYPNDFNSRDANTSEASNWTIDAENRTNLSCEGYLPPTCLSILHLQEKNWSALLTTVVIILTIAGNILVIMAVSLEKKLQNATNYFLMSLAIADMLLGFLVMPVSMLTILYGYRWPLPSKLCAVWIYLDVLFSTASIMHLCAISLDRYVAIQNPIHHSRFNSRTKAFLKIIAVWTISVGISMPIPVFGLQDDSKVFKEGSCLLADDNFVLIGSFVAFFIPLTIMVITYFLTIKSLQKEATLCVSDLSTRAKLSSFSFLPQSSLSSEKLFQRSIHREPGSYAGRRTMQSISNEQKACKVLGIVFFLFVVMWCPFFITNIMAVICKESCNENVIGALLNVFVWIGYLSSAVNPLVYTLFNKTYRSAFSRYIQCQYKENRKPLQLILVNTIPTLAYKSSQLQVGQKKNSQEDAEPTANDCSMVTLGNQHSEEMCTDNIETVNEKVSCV
Cardio protect – cardioprotection against H2O2-induced cell death, primary screen, uHTS, H9c2 cells, ATPLite luminescence; H9c2 cardiomyocytes, H2O2 injury protection, 2 h; protection from H2O2 cell death, % at 20 µM; 360,000 tested, 0.63% active;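 active = compounds giving at least 50% protection of heart cells from peroxide-induced death in the single-dose screen, raw or plate-pattern-corrected value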;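 also: 0% = DMSO wells with peroxide and 100% = DMSO wells without peroxide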
ABCB6 inh MLPCN – ABCB6 transporter inhibitors, primary screen, K562-ABCB6 cells, flow cytometry, MLPCN library. ATP-binding cassette sub-family B member 6 (Homo sapiens), Q9NP58. K562-ABCB6 porphyrin accumulation, 1 h; active compounds read low. fluorescence ratio to DMSO, % at 10 µM. 360,000 tested, 0.19% active;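 active = fluorescence ratio to DMSO below 75%, the collection mean minus 3 SD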;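 also: signal is porphyrin accumulated inside mitochondria; 100% equals median channel fluorescence of DMSO control wells; lower ratio means ABCB6 inhibition with less porphyrin fluorescence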
MC4R antagonist – MC4R antagonists of cAMP signaling, primary screen, cell-based, TR-FRET, antagonist arm of biased-ligand search. 360,000 tested, 0.48% active. MC4R-expressing cells, MTII-stimulated cAMP, LANCE TR-FRET. Melanocortin receptor 4 (Homo sapiens), P32245. inhibition, % at 6.5 µM;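 active = inhibition above its plate's cutoff, the mean of tested wells on that plate plus 3 SD, cut at about 29% in these data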;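 also: 0% = Melanotan II alone and 100% = Melanotan II plus saturating MCL0020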
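Material – human MC4R-expressing U2OS cells · Repeats – no replicates · Detection – TR-FRET with Eu-cAMP and labeled anti-cAMP, 671 nm · Times – compound 30 min, challenge 1 h, detection 1 h · Compound – single nominal compound dose of 6.5 µM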
The depositor's hits bear a star; . = not tested or not shown.

nr	SMILES	Cardio protect	MC4R ag barr	ABCB6 inh MLPCN	Vif imaging	PDI inh	aDG glyco act	HTR2A ag	CaV13 ICDI inh	MC4R antagonist	Glyco luc inh
1	Cc1ccccc1NC(=O)c1ccc(F)c(S(=O)(=O)N2CCN(c3ccccn3)CC2)c1	-15	-2.0	100	-1	3	1.1	-6	-7	18	-3
2	O=C(NCc1cccs1)C1Cc2c(-c3ccc(Cl)cc3)ccnc2O1 (centres undefined)	0	-0.5	105	36	-10	-0.3	-2	-6	-14	21
3	COc1ccc(-c2nn(CCC#N)cc2C(=O)Nc2ccccn2)cc1OC	-2	0.2	96	17	2	0.0	-4	-21	4	1
4	COC(=O)Cc1ccc(NC(=O)c2ccc3c(c2)C(=O)N(CC2CCCO2)C3=O)cc1 (centres undefined)	-2	-3.2	93	-4	-1	0.1	6	-5	9	1
5	Cc1ccc(C(=O)N/C(=C/c2cccs2)C(=O)NCCCn2ccnc2)cc1	-13	-1.3	100	-2	9	0.1	-1	-5	4	2
6	COc1ccc(CCN(C)C(=O)c2cc(S(=O)(=O)N3CCCCC3)ccc2Cl)cc1OC	-8	-4.7	98	-37	-18	0.3	0	-16	6	1
7	O=c1oc(-c2ccccc2F)nc2scc(-c3ccccc3)c12	-11	-0.1	102	-2	5	0.1	2	-5	0	1
8	CCN(CC)S(=O)(=O)c1ccc(N2CCOCC2)c(NCC(=O)Nc2ccc(F)cc2)c1	-1	2.8	104	-1	-2	0.1	0	15	-7	1
9	COC(=O)C[C@@H]1C[C@@H]2c3cc(NS(=O)(=O)c4ccc(F)cc4)ccc3O[C@@H]2[C@@H](CO)O1	-2	0.1	98	5	4	-0.2	4	-5	1	-3
10	CC(=O)Nc1ccc(SC[C@H](CC(C)C)N2CCN(CC(C)C)CCC2=O)cc1	-6	-1.2	95	-7	2	-0.1	3	-4	1	3
11	CCCCn1c(N)c(N(Cc2ccccc2OC)C(=O)COc2ccccc2C#N)c(=O)[nH]c1=O	8	1.3	94	-2	-5	0.1	2	-6	8	2
12	CCCCNC(=O)C1(C)CCN1Cc1cccc2c(OC)cc(C(=O)OCC)cc12 (centres undefined)	-10	0.7	77	-11	0	0.4	6	-8	11	-3
13	CC(C)c1nc2oc3c(NCCO)ncnc3c2c2c1COC(C)(C)C2	17	-2.5	97	-1	-1	0.0	-3	-2	1	4
14	COc1ccc(/C=C/C2=NN(C)C(=O)CC2)cc1	-21	-1.2	97	-4	-6	0.5	-1	.	9	-5
15	CC(=O)Nc1ccc(NC(C)=O)s1	-2	-2.5	88	.	-7	0.0	6	-4	2	2
16	COc1cc(C)c(CN2CCN(CC(=O)Nc3ccccc3C(=O)NC3CC3)CC2)cc1OC	4	-0.1	101	-14	-1	-0.3	-3	-2	-2	0
17	CC(=O)C(C)Oc1ccc2c3c(c(=O)oc2c1)CCCCC3 (centres undefined)	-1	-1.1	97	-6	-3	-0.2	-5	-6	5	-7
18	CCS(=O)(=O)c1ccc(C(=O)Nc2ccccc2)c(Cl)c1Cl	-13	0.6	96	-6	-8	0.1	4	.	16	-1
19	Cc1c(N)cccc1N	4	-1.8	121	3	.	0.1	-4	.	3	5
20	Cc1cc(C)cc(C(=O)NC(CC(N)=O)c2ccc(N3CCCCCC3)c([N+](=O)[O-])c2)c1 (centres undefined)	-2	-1.1	97	-1	-6	-0.4	-7	-5	12	0
21	Cn1c(=O)cc(Nc2ccc(Cl)cc2)[nH]c1=O	3	-2.3	96	-5	-2	0.3	3	-5	-3	-1
22	Nc1nc(CCl)nc(Nc2ccccc2)n1	5	-2.8	98	-6	-1	1.2	-3	-6	3	4
23	COc1ccc(C(CNC(=O)CCNC(=O)c2ccc(Br)cc2)N2CCOCC2)cc1 (centres undefined)	2	1.2	93	6	-1	0.0	-1	-6	8	1
24	COc1ccc(C(=O)NCCCNC(=O)c2ccccn2)cc1	6	-2.2	96	.	-7	0.0	-8	-5	-1	.
25	CCC(C)C(N)C(=O)NC(CCC(=O)OCc1ccccc1)C(N)=O (centres undefined)	-5	0.0	104	-8	1	0.0	5	.	-1	1
26	CCOc1cc(C2C3=C(CC(C)(C)CC3=O)N(CCCOC)C3=C2C(=O)CC(C)(C)C3)ccc1OC	9	0.4	105	1	-3	0.0	-2	-2	9	-1
27	O=C(COC(=O)C1CCCCC1)Nc1cccc(Br)c1	-4	3.5	94	5	-9	0.2	-1	-3	6	0
28	Cc1nc2ccc(NC(=O)c3cncc(Br)c3)cc2s1	8	0.1	92	-2	9	0.0	4	-11	-6	-10
29	CC(=O)c1cccc(NC(=O)C2CCCN2S(=O)(=O)c2cccc3nsnc23)c1 (centres undefined)	2	-1.8	102	.	-1	0.2	8	-5	-9	2
30	CCCC(=O)Nc1nnc(COC)s1	0	-0.9	107	14	10	-0.3	0	-1	14	3
31	CCC(C)(C)NC(=O)/C=C/c1cccs1	3	-1.2	96	-13	-5	-0.3	4	-3	3	2
32	Cc1ccccc1CN(c1ccc(C(=O)NCc2cccnc2)cc1)S(C)(=O)=O	-4	-1.2	100	12	2	-0.1	-3	-1	3	0
33	O=C(CN1CCOCC1)NCc1ccccc1Cl	3	0.2	100	7	11	-0.1	-5	-3	4	4
34	COc1ccc(/C=C/C(=O)OCC(=O)Nc2c(C)cccc2C)cc1	-3	2.5	94	8	0	0.6	1	2	4	0
35	Cc1cccc(C)c1NC(=S)N(C)CCc1ccccn1	11	-4.1	94	5	-4	-0.1	7	-8	8	2
36	CCc1nc2c(OCCn3cccc3)cccn2c1N(C)C(=O)c1ccc(C)cc1	5	3.3	97	-3	-4	-0.1	7	-4	8	0
37	CC(C)OC(=O)N(C)c1ccc(C(O)(C(F)(F)F)C(F)(F)F)cc1	-11	6.5	99	-6	-3	0.0	1	-3	6	2
38	CCOC(=O)C1CCN(C(c2cc3ccc(C)cc3[nH]c2=O)c2nnnn2C2CCCCC2)CC1 (centres undefined)	12	-0.7	90	-5	1	-0.1	-2	-4	-6	-5
39	O=C(O)COc1ccccc1/C=N/NC(=O)c1cccc(S(=O)(=O)N2CCOCC2)c1	-1	-1.1	101	0	0	0.2	-2	2	-1	3
40	C=Cc1cc2c(cc1O)CCC1C2CCC2(C)C(O)CCC12 (centres undefined)	5	0.9	92	11	2	-0.1	-1	-5	-4	13

Record cards, as listed above. Order of values: Cardio protect, MC4R ag barr, ABCB6 inh MLPCN, Vif imaging, PDI inh, aDG glyco act, HTR2A ag, CaV13 ICDI inh, MC4R antagonist, Glyco luc inh
Shown for Cc1cccc(C)c1NC(=S)N(C)CCc1ccccn1 → 11, -4.1, 94, 5, -4, -0.1, 7, -8, 8, 2
Shown for O=C(O)COc1ccccc1/C=N/NC(=O)c1cccc(S(=O)(=O)N2CCOCC2)c1 → -1, -1.1, 101, 0, 0, 0.2, -2, 2, -1, 3

(next part)
nr	SMILES	Cardio protect	MC4R ag barr	ABCB6 inh MLPCN	Vif imaging	PDI inh	aDG glyco act	HTR2A ag	CaV13 ICDI inh	MC4R antagonist	Glyco luc inh
41	CN1CCN(S(=O)(=O)c2cccc(C(=O)NCc3ccc(Cl)cc3)c2)CC1	-7	-1.6	98	-1	2	0.4	-2	-3	1	1
42	Cc1ccc2c(c1)N(CC(=O)Nc1ccccc1F)C(=O)C(C)O2 (centres undefined)	-2	1.2	94	10	-2	-0.1	-2	-2	16	-3
43	CC(CO)NS(=O)(=O)c1cccc(Cl)c1F (centres undefined)	-5	0.0	93	-2	7	-0.1	2	-6	-5	3
44	COc1ccccc1N1CCN(CC(=O)Nc2ccc(S(=O)(=O)N3CCCCCC3)cc2)CC1	-5	-1.1	95	-31	2	0.4	-7	-7	3	-5
45	COc1ccc(NC(=O)c2ccc3c(c2)OCO3)cc1	-19	-0.1	99	3	1	0.0	-1	-4	7	-12
46	CCCN(CCC)C(=O)CCS(=O)(=O)c1cccc2nsnc12	5	-1.1	90	0	4	-0.2	-4	-7	-1	1
47	O=C(COc1ccccc1)N=C1SC2CS(=O)(=O)CC2N1c1cccc(F)c1 (centres undefined)	0	-0.9	104	1	-6	-0.1	0	-7	19	3
48	Cc1ccccc1CNC(=O)c1ccccc1N	7	0.2	100	.	-1	-0.1	3	-7	12	0
49	O=C(CC1CCCCC1)NCc1ccc(F)cc1	1	-0.1	100	14	-4	0.2	0	5	2	-1
50	CCC(CO)Oc1cc(NCc2cccc(F)c2)c2ncn(C(C)C)c2c1 (centres undefined)	-4	-1.6	106	7	13	0.0	2	-12	2	4
51	Cc1ccc(NC(=O)c2cnccn2)cc1	-9	0.8	96	3	5	0.1	2	4	3	-4
52	Cc1cccnc1NC(=O)c1ccc(Cl)c(S(=O)(=O)N2CCCCC2)c1	-7	-2.9	97	-4	-3	0.0	7	-1	5	-2
53	COc1ccc(NC(=O)CSc2nnc(-c3ccccc3C)n2C)cc1	0	-1.8	103	19	-4	0.3	-1	-4	13	-1
54	COc1cc(C(=O)OCCCN(C)C)cc(OC)c1OC	0	0.3	102	-6	-7	0.3	7	-21	9	3
55	O=C(CCC(=O)Nc1nnc(C2CCCCC2)s1)NCc1ccc(F)cc1	-1	0.6	101	13	0	-0.2	3	-3	2	1
56	Cc1ccc(N=Cc2c(O)n(-c3ccc4c(c3)OCO4)c(=O)c3ccccc23)cc1	18	6.5	99	-4	-4	-0.6	-1	-17	6	-3
57	OC(Cc1ccncc1)(c1ccccc1)c1ccccc1	-6	-1.5	99	-1	-1	0.0	-5	-6	-3	4
58	O=C(CCC1CCCCC1)NCCN1CCOCC1	1	1.4	168	7	-5	-0.1	-3	4	6	2
59	O=c1[nH]ncn1-c1ccccc1C(F)(F)F	-3	1.7	84	3	2	0.2	5	-6	2	1
60	Cn1c(CN2CCOCC2)nnc1SCc1ccccc1	13	-0.5	106	10	-2	-0.2	-4	-5	4	0
61	Cc1[nH]c(C)c(S(=O)(=O)Nc2cccc(Cl)c2C)c1C(=O)N1CCCC1	-2	-1.7	93	-4	6	-0.1	-2	-2	17	-1
62	COc1cc(C(=O)NC(=S)N(CCc2ccccc2)CCc2ccccc2)cc(OC)c1OC	45	0.1	90	-4	2	0.4	-1	-5	27	7
63	O=C1NC(=Nc2ccccc2)S/C1=C\c1cccnc1	-4	-0.6	102	-6	10	0.0	-1	-5	10	2
64	CCOc1ccc(C(C)C)cc1S(=O)(=O)n1ccnc1C	-6	0.1	88	-1	-4	0.5	4	-3	15	1
65	COc1ccc([N+](=O)[O-])cc1NC(=O)CC1SC(=Nc2cccc(C)c2C)N(/N=C(\C)c2ccc(C)cc2)C1=O (centres undefined)	-4	-3.0	94	-2	-2	-0.1	1	-2	7	3
